# Assay outcomes (PubChem)
# SIRT5 inh: blocks human SIRT5 desuccinylation of peptide | Q9NXA8 | Purified SirT5, succinyl-peptide AMC, trypsin-coupled fluorescence | inhibition, % at 15 µM | 330,000 compounds, 1.1% hits | AID 652115; in the data active = inhibition above about 15%
# Target sequence (Q9NXA8 whole entry, looked up): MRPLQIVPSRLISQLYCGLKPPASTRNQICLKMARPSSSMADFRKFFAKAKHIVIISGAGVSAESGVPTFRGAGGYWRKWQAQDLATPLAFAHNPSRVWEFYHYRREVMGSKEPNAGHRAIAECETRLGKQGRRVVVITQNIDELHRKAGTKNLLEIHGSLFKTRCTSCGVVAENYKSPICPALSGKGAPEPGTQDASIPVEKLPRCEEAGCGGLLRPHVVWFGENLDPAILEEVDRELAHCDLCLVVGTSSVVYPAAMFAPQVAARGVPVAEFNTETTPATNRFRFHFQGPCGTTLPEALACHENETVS
# ERAP1 inh: ERAP1 (human) enzyme inhibition; 340,000 compounds, 0.15% hits; inhibition, % at 10.7 µM; recombinant ERAP1, Leu-AMC fluorescence, 60 min; Q9NZ08; AID 652197;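 active = mean replicate inhibition of at least 30%, or all replicates individually reaching that 30% level; inactive = mean below 30% and not every replicate reaching it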;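 also: 0% = neutral control wells and 100% = L-leucinethiol positive control wells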
# S100A4 inh HTS: S100A4-myosin IIA interaction inhibition; P26447; S100A4/TAMRA-MyoIIA peptide fluorescence polarization; inhibition, % at 10.7 µM; 360,000 compounds, 0.14% hits; AID 652163;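 active = mean inhibition of at least 70% across replicates, with every replicate also reaching that level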
# Target sequence (P26447 whole entry, looked up): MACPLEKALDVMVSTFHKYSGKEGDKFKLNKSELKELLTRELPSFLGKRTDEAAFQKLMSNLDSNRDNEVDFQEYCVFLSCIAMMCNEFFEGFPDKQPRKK
#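 System – human S100A4 monomer protein, biochemical binding assay · Buffer or medium – Calcium-containing HEPES buffer, pH 7.2 · Timing – 5 min between mix addition and reading · Also added – TAMRA-labelled myosin IIA heavy-chain peptide probe, 5 nM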
# Cneo AK release: Cryptococcus neoformans lysis via adenylate kinase release. C. neoformans lysis, adenylate kinase release luminescence, 4 h; normalised: neutral wells 0, clomiphene wells 100. lysis activity, % at 15 µM. 360,000 compounds, 0.2% hits;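 active = mean lysis activity across replicates of at least 80%, whatever share of replicates individually reach that level; inactive = mean lysis activity below 80%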
#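 Assay system: Cryptococcus neoformans yeast cells / Dosing: single-point compound dose / Timing: 4 h at 37 °C static, read 1 h later / Measured by: luminescence of released adenylate kinase using an AK detection reagent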
# PGC1a acetyl inh: lowers PGC1a acetylation signal in U2OS cells; AID 651687; 350,000 compounds, 0.17% hits; inhibition, % at 15.6 µM; AlphaScreen anti-acetyl-lysine; with virally co-expressed GCN5 acetyltransferase;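 active = every replicate shows inhibition of at least 40%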;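 also: 0% = neutral control wells and 100% = positive control wells; some results beyond the cut were filed as inactive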
# Xi reactivation: X-chromosome reactivation activator. activation, % at 7.58 µM. 360,000 compounds, 0.055% hits. XiGFP mouse fibroblasts, % GFP-positive cells imaging, 3 d; cells co-treated with 5-aza-dC sensitizer; scaled so ellipticine positive control = 100%;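 active = mean normalized replicate activation at least 10% and every replicate at or above 10%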;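 also: 0% = median of on-plate neutral control wells and 100% = ellipticine 6 µM median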
#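 Schedule: 3 d treatment, 15 min room-temperature fixation; system: 68-5-11 XiGFP fibroblast line; buffer or medium: DMEM plus 5-aza-dC sensitizer; control set: ellipticine 6 µM positive control; compound: one concentration, pinned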
# LGR2 antag: Drosophila LGR2 receptor signaling inhibition. AID 720647. HEK293 LGR2, CRE-luciferase, bursicon-stimulated, 4 h. inhibition, % at 9.99 µM. 380,000 compounds, 0.35% hits;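 active = drop in luminescence signal, shown as inhibition above about 50% in the replicate tests, limit read from the data, passing the limit was not always enough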;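 also: agonist challenge used bursicon conditioned medium at about half maximal strength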
# C2C12 statin: suppression of simvastatin myotoxicity; C2C12 myotubes + simvastatin, ATP luminescence, 48 h; scaled: DMSO 0, geranylgeraniol control 100; rescue of ATP level, % at 7.49 µM; 330,000 compounds, 0.78% hits; AID 602340;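 active = mean ATP rescue above about 67%, or every replicate alone reaching that limit, limit read from the data, passing the limit was not always enough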;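 also: myotubes were challenged with 10 µM simvastatin during compound exposure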
# Numbers without * were called inactive; · = not tested or not shown.
# Results follow in this order: SIRT5 inh	ERAP1 inh	S100A4 inh HTS	Cneo AK release	PGC1a acetyl inh	Xi reactivation	LGR2 antag	C2C12 statin
CCCNC(=O)C[C@@H]1CC[C@@H]2[C@@H](COc3ccc(NC(=O)c4cc(F)cc(F)c4)cc3C(=O)N2C)O1
→ ·	·	·	-2.5	-2.9	0.1	-14.6	2.2
CC1CCCC(C)N1C(=O)c1cc(-c2ccc3c(c2)OCO3)on1 (stereo unspecified)
→ -1.7	-1.6	-3.3	-1.1	0.7	0.4	-82.7	-3.4
C[C@@H]1CCCCO[C@H](CN(C)Cc2ccc(C(F)(F)F)cc2)[C@H](C)CN([C@H](C)CO)C(=O)c2cc(NS(=O)(=O)c3ccc(Cl)cc3)ccc2O1
→ 14.4	3.5	-18.1	-0.2	-17.4	-0.2	32.1	·
O=C1NC(c2cccc(C(F)(F)F)c2)c2c(-c3ccccc3)n[nH]c21 (stereo unspecified)
→ 1.9	4.5	0.1	·	·	0.4	3.1	·
Cn1c(SCC(=O)Nc2cccc(S(=O)(=O)NC3=NCCCCC3)c2)nnc1-c1ccncc1
→ -0.6	6.1	2.0	·	·	0.0	34.6	·
COc1ccc(-c2nnn(CC(=O)NC(=O)NC3CCCCC3)n2)cc1OC
→ -1.2	-1.9	-1.2	3.9	·	0.0	-3.0	0.8
COc1cc(OC)cc(C(=O)NNC(=O)CCC(=O)c2cccs2)c1
→ -1.9	-5.4	4.9	-1.3	·	0.1	-15.7	-129.0
COc1cnc(SCc2ccc(Cl)c(Cl)c2)nc1Cl
→ -1.5	3.1	-4.1	0.8	-0.1	·	-1.9	31.8
C[C@H](CO)N1C[C@H](C)[C@H](CN(C)C(=O)c2ccc(F)cc2)OCc2ccccc2-c2ccccc2C1=O
→ -0.8	1.6	-1.9	-3.3	16.3	-0.5	20.2	-3.0
COc1ccc(-c2cnc3c(c2)C(=O)N([C@H](C)CO)C[C@@H](C)[C@@H](CN(C)C(=O)C2CCC2)O3)cc1
→ -1.7	0.7	12.2	-1.5	5.6	-0.4	9.0	-7.0
Cc1cc(C)cc(C(O)c2ncc(-c3ccc4ccccc4c3)[nH]2)c1 (stereo unspecified)
→ -0.5	2.2	-4.9	27.3	0.9	0.0	22.9	6.2
S=C(NCC1CCCO1)N1CCN(c2ccc(Cl)c(Cl)c2)CC1 (stereo unspecified)
→ -7.8	-3.8	1.5	0.6	·	0.0	·	·
O=C(N[C@@H](Cc1ccccc1)C(=O)O)c1cccs1
→ -3.6	4.2	0.5	0.0	·	0.2	14.2	22.8
Cc1noc(C)c1S(=O)(=O)N(C)C[C@H]1OCCCC[C@H](C)Oc2ccc(NC(=O)c3ccccc3)cc2C(=O)N([C@H](C)CO)C[C@H]1C
→ 5.4	4.1	-2.2	-2.1	-21.0	-1.2	0.8	·
CCCCN(C(=O)C1CC(=O)N(CCc2ccc(OC)c(OC)c2)C1)c1c(N)n(CC(C)C)c(=O)[nH]c1=O (stereo unspecified)
→ -7.7	0.9	-13.4	0.5	-4.1	0.0	-6.7	-0.5

# Results follow in this order: SIRT5 inh	ERAP1 inh	S100A4 inh HTS	Cneo AK release	PGC1a acetyl inh	Xi reactivation	LGR2 antag	C2C12 statin
O=C(NC(=S)Nc1ccccc1Br)c1ccco1
→ 0.4	1.6	-3.9	-5.2	-1.4	0.2	-34.1	-36.1
CC12CCC(=O)N1C(C(=O)NNC(=O)c1ccccc1F)CS2 (stereo unspecified)
→ -0.2	-1.4	2.1	-3.1	0.0	0.1	1.9	-2.6
C[C@@H]1CN([C@H](C)CO)C(=O)c2cccc(NS(C)(=O)=O)c2O[C@H]1CN(C)S(=O)(=O)c1ccc(Cl)cc1
→ -2.7	0.5	-6.8	-5.2	9.6	0.0	11.9	-20.8
Cc1cccc(OCC(=O)NCC(=O)N=Nc2c(O)[nH]c3ccc([N+](=O)[O-])cc23)c1
→ -5.0	3.4	1.8	-1.6	-4.5	0.1	2.8	35.0
COc1cccc(CNC(=O)c2cccnc2Sc2ccccc2)c1
→ 2.5	1.5	-3.0	0.2	2.9	0.0	-49.2	19.0
CC[C@@]1(C(=O)OC)N[C@H](CN(C)C(=O)Nc2ccc(OC)cc2)[C@@H]2C(=O)N(C)C(=O)[C@@H]21
→ -3.3	-2.6	-1.5	0.0	·	0.1	-9.6	3.1
Cc1ccccc1Nc1c([N+](=O)[O-])ccc2c1=NC1(CCCCC1)N=2
→ -1.7	-1.3	5.4	6.2	-13.3	·	-1.3	·
COc1ccc(S(=O)(=O)NCc2ccc(C(=O)NCCCN3CCCC(C)C3)cc2)cc1 (stereo unspecified)
→ -0.3	-2.4	-1.4	3.0	6.5	0.0	12.9	-5.2
CN(C)CC(=O)Nc1ccc2c(c1)[C@@H]1C[C@H](CC(=O)NCCN3CCCCC3)O[C@H](CO)[C@@H]1O2
→ -4.9	-0.6	9.1	-2.2	5.9	0.0	0.9	-4.6
COc1cccc(/C=C2\SC(=O)N(CCC(=O)NCCCn3ccnc3)C2=O)c1
→ -1.2	1.6	2.9	3.8	1.3	0.0	-1.4	-6.4
Cc1ccc(C(=O)O/N=C2\CCS(=O)(=O)c3sccc32)cc1
→ ·	·	·	-0.4	-9.6	·	-26.3	11.6
C[C@@H]1CN([C@H](C)CO)C(=O)c2cc(NC(=O)Nc3ccc4c(c3)OCO4)ccc2O[C@@H](C)CCCCO[C@@H]1CN(C)Cc1ccc(Cl)c(Cl)c1
→ -2.6	-1.9	2.2	1.1	4.5	-0.3	5.1	·
O=C(Nc1cc(S(=O)(=O)N2CCOCC2)ccc1N1CCOCC1)c1cccs1
→ -13.0	-0.7	-9.7	0.6	·	0.0	-14.4	-6.5
CN(CC(=O)Nc1ccc(Cl)c(C(F)(F)F)c1)C(=O)CCC(=O)c1ccccc1
→ 4.1	-3.5	-0.6	1.5	-0.3	0.1	·	-0.1
CCNC(=O)C[C@H]1CC[C@H]2[C@@H](COc3ccc(NS(C)(=O)=O)cc3C(=O)N2C)O1
→ 7.2	1.0	0.9	49.5	4.9	0.3	-9.1	17.6

# Results follow in this order: SIRT5 inh	ERAP1 inh	S100A4 inh HTS	Cneo AK release	PGC1a acetyl inh	Xi reactivation	LGR2 antag	C2C12 statin
CC1CCN(c2ccc3c(c2)S(=O)(=O)c2ccccc2C3=O)CC1
→ ·	-3.7	-6.8	-2.4	-0.4	0.1	-20.3	-13.8
O=C(NCc1ccco1)C(=O)NCC1OCCN1S(=O)(=O)c1ccc(Cl)cc1 (stereo unspecified)
→ 1.3	5.1	-0.9	1.0	-14.6	0.1	-0.9	3.3
CCCCCOC(=O)CSc1nnc(-c2cc(OC)c(OC)c(OC)c2)o1
→ ·	·	·	-1.8	15.6	·	3.3	7.4
CN(c1ccccc1)c1ccc(/C=C(/CCC(=O)O)c2nc3ccccc3s2)cc1[N+](=O)[O-]
→ 18.0*	-0.2	-4.4	·	·	0.2	18.5	·
CCN1CCCC1CNC(=O)C(=O)Nc1ccccc1 (stereo unspecified)
→ -5.0	-0.2	-8.8	3.9	-7.4	0.0	-38.7	-0.4
C#CCN(C)CCCOc1ccc(Cl)cc1Cl
→ -0.2	-2.8	1.5	0.7	3.7	0.2	27.5	-3.7
CCN1C(=O)c2ccccc2S(=O)c2ccc(C(=O)NC3CC3)cc21 (stereo unspecified)
→ 1.7	3.0	-3.3	-1.0	·	5.8	3.3	-5.9
CNC(=O)C[C@@H]1CC[C@H]2[C@@H](COc3ccc(NC(=O)Nc4cccc(F)c4)cc3C(=O)N2C)O1
→ ·	·	·	-9.2	7.3	0.2	-13.0	-5.3
COC(=O)[C@]1(C)N[C@H](CN(C)C(=O)c2ccc(C)cc2)[C@@H]2C(=O)N(C)C(=O)[C@@H]21
→ -3.8	·	2.3	0.9	-2.0	0.0	12.3	8.1
CCCCCC(=O)N1C[C@H](O)[C@@H](n2cc(C3CC3)nn2)C[C@@H]1c1ccc(OC)cc1
→ -4.3	-2.1	-0.6	0.4	-2.5	0.2	-20.9	6.2
CC(=O)Oc1ccccc1N(C(C)=O)S(=O)(=O)c1ccc(C)cc1
→ 0.0	1.4	3.7	-1.8	·	0.3	11.2	7.3
CCS(=O)(=O)Nc1ccc2c(c1)C(=O)N(C)[C@@H]1CC[C@@H](CC(=O)NCCCN3CCOCC3)O[C@H]1CO2
→ -3.7	-1.3	11.0	6.5	-3.9	0.1	16.7	-13.5
CN(C)c1ccc(C=C2C(=O)OC3(CCCC3)OC2=O)cc1
→ -1.2	-1.7	-83.1	·	6.9	0.0	6.8	·
CC1=CC(c2ccc(Cl)cc2)n2nc(NC(=O)c3ccccc3)nc2N1 (stereo unspecified)
→ ·	·	·	0.6	-1.5	·	-2.1	17.2
COc1ccc(NS(=O)(=O)c2ccc(O)c(NS(=O)(=O)c3ccc(NC(C)=O)cc3)c2)cc1
→ 0.4	-7.0	2.0	3.7	-0.2	0.3	-0.6	2.2

# Results follow in this order: SIRT5 inh	ERAP1 inh	S100A4 inh HTS	Cneo AK release	PGC1a acetyl inh	Xi reactivation	LGR2 antag	C2C12 statin
CN(C)CC(=O)N[C@@H]1C=C[C@H](CC(=O)NCc2ccc(Cl)cc2)O[C@H]1CO
→ 1.8	4.4	5.0	-4.1	6.4	0.3	7.2	-3.8
CCN(C(=O)COC(=O)c1ccccc1O)c1cccc2ccccc12
→ ·	-2.0	-5.8	-1.4	5.2	0.3	2.5	-0.5
CCC(=O)N1[C@H](C(=O)N[C@H](C)c2ccccc2)[C@@H](CO)[C@@H]2Cn3c(cccc3=O)[C@@H]21
→ 2.6	-5.4	4.9	·	4.7	-0.1	-7.1	·
CCc1noc(C)c1C(=O)NCCc1ccccc1
→ 10.3	-7.6	7.6	-1.4	-8.0	0.0	-18.8	5.6
CCCCOCCCNC(=O)C[C@@H]1C[C@@]2(C(=O)OCC)CCC=C2N(Cc2ccccc2)C1=O
→ -4.8	·	3.0	·	·	0.1	7.4	·
COc1cc(/C=N/Nc2nncc3ccccc23)cc(OC)c1OC
→ -3.7	1.6	-3.9	-2.1	9.7	0.1	-117.4	-43.0
CCC(C)SCC(=O)Nc1ccc(S(=O)(=O)N2CCOCC2)cc1OC (stereo unspecified)
→ 0.0	-0.8	1.5	0.3	0.7	0.1	-4.2	-0.6
CO[C@H]1CN(C)C(=O)c2cc(NC(=O)C3CC3)ccc2OC[C@H](C)N(C)C[C@H]1C
→ -4.4	-0.9	-7.3	-6.7	13.4	-0.4	2.2	-1.6
CN1C(=O)CS(=O)c2ccc(C(=O)NC3CC3)cc21 (stereo unspecified)
→ -4.5	-1.2	-1.8	-1.6	·	0.2	8.6	-1.2
COc1ccc2sc(-c3ccc(N(C)C)cc3)c(C#CC(C)(C)O)c2c1
→ 1.5	0.7	-12.0	-0.3	-9.9	0.0	-7.7	17.3

# Single records, from the list above. Values in the order: SIRT5 inh | ERAP1 inh | S100A4 inh HTS | Cneo AK release | PGC1a acetyl inh | Xi reactivation | LGR2 antag | C2C12 statin
# Entry for CN1C(=O)CS(=O)c2ccc(C(=O)NC3CC3)cc21 (stereo unspecified) → -4.5 | -1.2 | -1.8 | -1.6 | · | 0.2 | 8.6 | -1.2
# Entry for COc1ccc2sc(-c3ccc(N(C)C)cc3)c(C#CC(C)(C)O)c2c1 → 1.5 | 0.7 | -12.0 | -0.3 | -9.9 | 0.0 | -7.7 | 17.3
# Entry for CCN(C(=O)COC(=O)c1ccccc1O)c1cccc2ccccc12 → · | -2.0 | -5.8 | -1.4 | 5.2 | 0.3 | 2.5 | -0.5
# Entry for CO[C@H]1CN(C)C(=O)c2cc(NC(=O)C3CC3)ccc2OC[C@H](C)N(C)C[C@H]1C → -4.4 | -0.9 | -7.3 | -6.7 | 13.4 | -0.4 | 2.2 | -1.6

# Not all compounds are listed; count on the stated rates, not on these rows.
